M1AAP inhibition = P. falciparum M1AAP inhibitors, biochemical, fluorogenic H-Leu-NHMec substrate, 1536-well (AID 1445); recombinant M1AAP, H-Leu-NHMec fluorogenic kinetic assay; higher % means a stronger effect; inhibition, % at 30 µM, or IC50 in µM where a hit was titrated; 220,000 compounds, 0.42% hits;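 active means primary inhibition above the hit cutoff, then over 50% inhibition at one or more dose response concentrations, cut at about 23% in these data, passing the limit was not always enough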;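 further: plate controls were DMSO full reaction for no effect and no enzyme background for full effect; strong numbers were not always called active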
PhoP inhibition = inhibitors of PhoP regulon expression, primary screen, Salmonella Typhimurium, GFP reporter (AID 1863). S. Typhimurium PhoP-regulated promoter GFP reporter, 4 h; higher % means a stronger effect. one-dose inhibition, % at 50 µM; IC50 in µM for titrated hits. 300,000 compounds, 0.16% hits;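 active means inhibition over 29.93%, a cutoff 3 SD above the screen mean, later confirmed by dose response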;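 further: 0% = low Mg2+ inducing control and 100% = high Mg2+ repressing control; strong numbers were not always called active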
P. falciparum M17LAP = P. falciparum M17LAP inhibitors, primary screen, biochemical, fluorogenic H-Leu-NHMec substrate, 1536-well (AID 1619); Leucine aminopeptidase (Plasmodium falciparum (isolate 3D7)); recombinant M17LAP, H-Leu-NHMec fluorogenic kinetic assay; higher % means a stronger effect; inhibition, % at 30 µM, or IC50 in µM where a hit was titrated; 220,000 compounds, 0.38% hits;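 active means compound inhibiting the enzyme by more than half at any dose during confirmatory dose-response retesting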;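 further: plate controls were full reaction with DMSO carrier for no effect and no enzyme background for full effect; strong numbers were not always called active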
Siah-1 displacement = Siah-1 peptide-binding antagonists, primary screen, biochemical, fluorescence polarization, rhodamine-plectin, uHTS (AID 1817); Siah-1 / rhodamine-plectin peptide fluorescence polarization; higher % means a stronger effect; displacement, % at 20 µM, or IC50 in µM where a hit was titrated; 290,000 compounds, 0.02% hits; E3 ubiquitin-protein ligase SIAH1 (Homo sapiens);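 active means displacement of at least 50% at 20 µM, with a fluorescence ratio check between 0.3 and a set limit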;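 further: plate controls were Siah plus tracer with DMSO for no effect and tracer alone without Siah for full effect; strong numbers were not always called active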
XIAP antagonists = XIAP antagonists, biochemical, IAP family, fluorescence polarization (AID 1018) | E3 ubiquitin-protein ligase XIAP (Homo sapiens) | XIAP BIR domain, fluorescence polarization peptide displacement; higher % means a stronger effect | displacement, % at 20 µM, or IC50 in µM where a hit was titrated | 200,000 compounds, 0.007% hits; in the data active means displacement above about 50%; further: a part of the inactive calls stands beside numbers as strong as those of hits
West Nile virus CPE = West Nile virus antiviral activity, cell-based, CPE readout (AID 1621) | West Nile virus-infected cells, CPE inhibition; higher % means a stronger effect | CPE inhibition, % at 10 µM; hits with a dose series show IC50 in µM | 290,000 compounds, 0.02% hits; in the data active means a potency from the dose series; further: strong numbers were not always called active
Yfh1-off respiration = enhancers of respiration in Yfh1-depleted yeast, dose response, Friedreich's ataxia, plus single-dose screen (AID 1465) | S. cerevisiae Yfh1-off respiration, WST-1 reduction, 72 h; higher fold induction means a stronger effect | one-dose fold induction at 50 µM; EC50 in µM for titrated hits | 220,000 compounds, 0.074% hits;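 active means fold induction of absorbance versus untreated yeast above a set limit, then at least 30% activation at any dose in follow-up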;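 further: activators that raise dye reduction in frataxin-depleted yeast; strong numbers were not always called active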
ER stress rescue = rescue of cells from ER stress-induced death, primary screen, 384-well, CSM14.1, thapsigargin, ATP luminescence (AID 1222). CSM14.1 thapsigargin-induced death rescue, ATP luminescence; higher % means a stronger effect. cellular ATP content (survival), % at 20 µM; hits with a dose series show EC50 in µM. 190,000 tested, under 10 active;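 active means EC50 below 50 µM in the dose-response confirmation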;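 further: death triggered by thapsigargin at about 15 µM added after 2 h compound pretreatment; cell ATP read after overnight thapsigargin exposure of roughly 18 to 22 hours; normalized against plate controls of thapsigargin alone and 5% DMSO vehicle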
human PMI inhibitors = human PMI inhibitors, high substrate, primary screen, biochemical, fluorescence intensity, high mannose 6-phosphate (AID 1220). Mannose-6-phosphate isomerase (Homo sapiens). recombinant PMI enzyme, coupled fluorescence intensity; higher % means a stronger effect. inhibition, % at 20 µM, or IC50 in µM where a hit was titrated. 190,000 compounds, 0.66% hits; in the data active means inhibition above about 50%
The depositor's hits bear a star; i = inactive; · = not tested or not shown.

molecule	M1AAP inhibition	PhoP inhibition	P. falciparum M17LAP	Siah-1 displacement	XIAP antagonists	West Nile virus CPE	Yfh1-off respiration	ER stress rescue	human PMI inhibitors
O=C(COC(=O)CNC(=O)c1ccc(Cl)cc1)Nc1ccc2c(c1)OCCO2	5.8%	-2.6%	-17.6%	-4.9%	-1.6%	0.4%	i	-1.3%	6.5%
CC1CN(C(NC(=O)C(C)(C)C)C(Cl)(Cl)Cl)CC(C)O1 (stereo unspecified)	-1.8%	6.9%	-10.0%	-3.3%	-6.3%	0.2%	i	5.8%	7.8%
CC[C@H](C)C(=O)O[C@H]1C[C@@H](C)C=C2C=C[C@H](C)[C@H](CC[C@@H]3C[C@@H](O)CC(=O)O3)[C@H]21	-4.5%	-4.8%	-8.1%	-6.9%	-23.8%	0.3%	i	-2.9%	13.4%
O=C(NC1CCCCC1)C(c1ccc(Cl)cc1)N(C(=O)c1ccccn1)c1cccnc1 (stereo unspecified)	8.9%	7.6%	2.8%	-3.4%	1.5%	28.5%	i	0.6%	·
Cc1ccc2nc(N(CCCN(C)C)C(=O)c3ccc(S(=O)(=O)N(C)C)cc3)sc2c1	0.1%	5.4%	1.4%	-0.3%	-3.7%	3.2%	i	1.2%	-1.5%
Cc1cc(NC(=O)CSc2nccn2-c2ccc(Cl)cc2)no1	5.5%	-6.8%	0.1%	-3.1%	-8.9%	0.2%	i	-1.4%	12.6%
CC(=O)Nc1cc(C(F)(F)F)ccc1OCC1CCCO1 (stereo unspecified)	3.0%	4.8%	-4.2%	0.0%	-7.1%	-0.4%	i	0.6%	14.0%
O=C(CSc1nnc(-c2cccs2)n1CC1CCCO1)N1CCCC1 (stereo unspecified)	4.7%	0.3%	-0.8%	2.1%	-6.8%	-0.2%	i	0.8%	-2.0%
Cc1cc(=O)oc2cc3c(cc12)OCCO3	9.0%	4.1%	-17.5%	-2.2%	-6.6%	0.1%	i	-1.4%	-5.2%
CC1CCCC(C)N1C(=O)Cn1cc(C#N)c2ccccc21 (stereo unspecified)	-3.4%	0.5%	-2.4%	4.5%	-0.6%	0.2%	i	1.5%	6.3%
CN1C(=O)N(S(=O)(=O)c2ccc(F)c(F)c2F)C(=O)C1(C)C	1.7%	23.2%	22.1%	0.0%	-4.9%	0.1%	i	-2.4%	-16.5%
CCN(CC)C(=O)CSc1nnc(-c2cc3ccccc3cc2O)n1CC	8.0%	9.4%	12.6%	-4.8%	-5.1%	-1.2%	i	-1.0%	-4.9%

Further compounds:
molecule	M1AAP inhibition	PhoP inhibition	P. falciparum M17LAP	Siah-1 displacement	XIAP antagonists	West Nile virus CPE	Yfh1-off respiration	ER stress rescue	human PMI inhibitors
CCOC(=O)N1CCC(=NNC(=O)c2ccccc2F)CC1	-0.7%	12.0%	5.2%	1.6%	·	0.0%	i	-3.9%	-3.8%
Nc1nnc(-c2ccncc2)s1	6.7%	-1.1%	0.3%	1.1%	-1.8%	0.9%	i	-1.6%	0.5%
O=C1CC(CSc2ccc(Cl)cc2)=NN1	7.0%	-2.7%	8.0%	2.3%	·	0.8%	i	·	·
COc1ccc(Cc2nnc(NC(=O)c3cc(OC)c(OC)c(OC)c3)s2)cc1OC	0.7%	-0.1%	-2.0%	-0.4%	-4.6%	1.6%	i	0.5%	1.7%
CC(C)CNC(=O)N1c2ccccc2Sc2ccccc21	0.9%	-8.2%	-0.8%	4.9%	·	-0.3%	i	·	·
Cc1cccc(CCNC(=O)CCc2nc(-c3ccccc3F)no2)c1	1.3%	-5.2%	7.4%	4.5%	-3.2%	-0.5%	i	·	2.9%
Cc1cccc(-n2nc(C(=O)Nc3ccccc3)n3c(=O)cc(-c4ccccc4)nc23)c1	-1.7%	-0.1%	13.5%	1.9%	1.3%	0.3%	i	8.8%	1.5%
CN(C)CCN1C(=O)C(=O)/C(=C(/O)c2ccc3c(c2)OCCO3)C1c1ccccn1 (stereo unspecified)	9.6%	-4.2%	8.6%	0.9%	·	0.0%	i	·	·
COc1cc(OC)cc(C(=O)NCCC(=O)NCCc2ccc(OC)c(OC)c2)c1	8.5%	-13.1%	4.0%	5.9%	-6.9%	-0.7%	i	0.3%	-1.7%
CCCS(=O)(=O)N1CCCC(C(=O)NCC(OC)OC)C1 (stereo unspecified)	1.7%	-2.5%	-1.6%	26.6%	-3.5%	0.5%	i	1.6%	-7.9%
O=C1NC(Nc2nc3ccccc3s2)(C(F)(F)F)C(=O)N1C1CCCCC1 (stereo unspecified)	-5.2%	-0.8%	3.7%	-0.6%	-8.5%	13.8%	i	-0.9%	6.8%
Cc1nc2ccccc2n1CSc1ccccc1	11.3%	-5.9%	-3.9%	2.0%	-4.9%	-1.4%	i	-0.4%	18.3%

The results go on.
molecule	M1AAP inhibition	PhoP inhibition	P. falciparum M17LAP	Siah-1 displacement	XIAP antagonists	West Nile virus CPE	Yfh1-off respiration	ER stress rescue	human PMI inhibitors
COc1ccc(C(=O)OCC(=O)Nc2ccccc2)cc1[N+](=O)[O-]	-0.6%	-7.9%	-3.6%	-7.0%	-3.9%	0.5%	i	-6.6%	-4.6%
Cc1ccc(CNC(=O)Cn2ccc3ccccc3c2=O)o1	6.4%	-1.6%	-2.1%	-2.0%	-0.6%	-0.1%	i	0.1%	10.1%
CCOc1nonc1C(=N)/C(C(C)=O)=C(\C)O	-1.5%	2.0%	0.6%	-1.5%	-1.3%	0.0%	i	-1.0%	-2.7%
CC(C)(C)OC(=O)NCc1ccc(NC(=O)c2nc[nH]c2C(=O)N[C@@H](Cc2ccccc2)C(=O)OCc2ccccc2)cc1	4.0%	-4.1%	-10.0%	-3.9%	·	0.4%	i	·	·
Cc1[nH]c2ccccc2c1C(=O)CN1CCC2(CC1)OCCO2	10.5%	2.8%	-2.0%	3.2%	-4.3%	0.6%	i	2.7%	7.1%
CC(C)(C)SCCNC(=O)c1ccc(Cl)c([N+](=O)[O-])c1	1.6%	-33.8%	-6.5%	2.9%	-6.0%	-0.9%	i	-1.0%	7.7%
S=C(Nc1ccc2c(c1)OCO2)Nc1ccccc1Cl	0.9%	4.1%	0.4%	-0.6%	·	-0.1%	i	·	·
CCOCc1nc(C)c(Cl)c(NS(=O)(=O)c2ccc(N)cc2)n1	3.9%	7.5%	-2.7%	-1.6%	-11.0%	0.2%	i	-1.3%	-5.5%
CNC(=O)CSCCn1c(SCC(=O)NC)nc2ccccc2c1=O	4.7%	-6.6%	-21.7%	2.9%	-0.4%	0.0%	i	-3.3%	7.2%
N#C/C(=C\c1ccc(F)cc1)c1n[nH]c(Cn2cncn2)n1	12.0%	-2.5%	1.6%	0.4%	4.0%	0.1%	i	-1.5%	-6.0%
CCC(C)NS(=O)(=O)c1ccc(NC(=O)Cc2ccc(OC)cc2)cc1 (stereo unspecified)	6.6%	8.9%	16.0%	0.4%	3.0%	-1.0%	i	2.1%	8.5%
CC(=O)Oc1c(C(=O)c2nnc(C)o2)c(=O)n(Cc2ccccc2)c2ccccc12	5.4%	19.5%	-16.8%	5.2%	1.8%	0.6%	i	-1.2%	-7.0%

7 entries out of the list above, ordered by their value in XIAP antagonists, descending.
canonical_smiles | XIAP antagonists
CCC(C)NS(=O)(=O)c1ccc(NC(=O)Cc2ccc(OC)cc2)cc1 (stereo unspecified) | 3.0%
O=C(NC1CCCCC1)C(c1ccc(Cl)cc1)N(C(=O)c1ccccn1)c1cccnc1 (stereo unspecified) | 1.5%
CC1CCCC(C)N1C(=O)Cn1cc(C#N)c2ccccc21 (stereo unspecified) | -0.6%
COc1ccc(Cc2nnc(NC(=O)c3cc(OC)c(OC)c(OC)c3)s2)cc1OC | -4.6%
CC(C)(C)SCCNC(=O)c1ccc(Cl)c([N+](=O)[O-])c1 | -6.0%
COc1cc(OC)cc(C(=O)NCCC(=O)NCCc2ccc(OC)c(OC)c2)c1 | -6.9%
CCOCc1nc(C)c(Cl)c(NS(=O)(=O)c2ccc(N)cc2)n1 | -11.0%

The list continues:
molecule	M1AAP inhibition	PhoP inhibition	P. falciparum M17LAP	Siah-1 displacement	XIAP antagonists	West Nile virus CPE	Yfh1-off respiration	ER stress rescue	human PMI inhibitors
CN(Cc1nc2ccccc2c(=O)[nH]1)Cc1cc(=O)oc2ccc3ccccc3c12	2.4%	-19.1%	-5.1%	2.9%	-5.9%	-0.2%	i	-1.0%	6.7%
CC(C)C(NC(=O)c1ccc(C(C)(C)C)cc1)C(=O)NCC(c1ccccc1)N(C)C (stereo unspecified)	4.8%	-1.3%	0.7%	-1.1%	·	-0.8%	i	·	·
CN(C)S(=O)(=O)c1cccc(C(=O)NC(=S)N(CCC#N)Cc2cccnc2)c1	0.7%	-1.7%	4.4%	-3.4%	-5.3%	0.4%	i	-1.1%	-3.8%
COCCCN1CC23C=CC(O2)C(C(=O)O)C3C1=O (stereo unspecified)	-4.0%	-0.2%	7.2%	1.3%	-5.6%	-0.2%	i	0.2%	-1.2%
CC(=O)COc1ccc2c3c(c(=O)oc2c1C)CCCCC3	-2.0%	8.9%	-20.0%	1.5%	-6.1%	2.7%	i	7.4%	14.1%
Cc1ccc(C2CC(=O)C(C=NCCN3CCN(C(=S)Nc4ccccc4)CC3)=C(O)C2)cc1 (stereo unspecified)	7.0%	-14.6%	-1.0%	3.3%	-7.8%	0.0%	i	-1.5%	-2.1%
CCOC(=O)C1=C(C)NC(C)=C(C(=O)OCC)C1c1ccco1	-2.5%	-0.6%	1.2%	3.5%	·	0.8%	i	·	·
CCN1CCC2(CC1)N=C(c1ccc(F)cc1)C(=S)N2C(=O)c1ccc(C(C)(C)C)cc1	1.6%	-11.0%	10.9%	-9.3%	-1.4%	0.2%	i	-2.9%	2.4%
CCOC(=O)C1=C(C)N(C)C(C)=C(C(=O)OCC)C1c1cccnc1	8.3%	12.2%	-1.3%	0.1%	-5.8%	0.0%	i	·	-12.9%
CCn1c(O)c(N=NC(=O)Cc2csc(N3CCOCC3)n2)c2ccccc21	2.6%	-7.0%	2.4%	6.8%	-5.1%	-0.4%	i	-2.9%	13.8%
CC1CCCN(C(=O)c2sc3cc([N+](=O)[O-])ccc3c2Cl)C1 (stereo unspecified)	5.7%	5.8%	-11.8%	8.0%	-6.6%	-0.7%	i	3.0%	4.7%
O=C(Nc1ccc(Cl)cc1)Nc1ccccc1Sc1ncc([N+](=O)[O-])s1	10.8%	0.7%	-5.3%	-10.7%	·	-0.2%	i	·	·

Quoted at random: 2 entries already listed.
molecule	M1AAP inhibition	PhoP inhibition	P. falciparum M17LAP	Siah-1 displacement	XIAP antagonists	West Nile virus CPE	Yfh1-off respiration	ER stress rescue	human PMI inhibitors
CC(C)CNC(=O)N1c2ccccc2Sc2ccccc21	0.9%	-8.2%	-0.8%	4.9%	·	-0.3%	i	·	·
CCOC(=O)C1=C(C)NC(C)=C(C(=O)OCC)C1c1ccco1	-2.5%	-0.6%	1.2%	3.5%	·	0.8%	i	·	·

High-throughput results (PubChem)
